MsrA inhibitor: bovine MsrA enzyme inhibitors, primary screen, biochemical, absorbance, HTS. Methionine sulfoxide reductase A (Bos taurus). purified bovine MsrA, absorbance read-out. inhibition, % at 15.5 µM. 0.75% of 360,000 active; in the data active = inhibition above about 4.5%;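 also: 0% = vehicle wells with enzyme and 100% = reference inhibitor wells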
MT1-MMP act inh: blockers of MT1-MMP proenzyme processing, primary screen, HT1080 RFP-PRO-GFP cells, GFP/RFP fluorescence. Matrix metalloproteinase-14 (Homo sapiens), P50281. GFP/RFP ratio fluorescence, overnight; percent of plate control window, DMSO zero. GFP/RFP ratio change, % at 20 µM. 0.061% of 360,000 active;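 active = GFP/RFP ratio change of at least 30% with cell ATP level not reduced by more than half and red fluorescence within 50% of control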; also: strong numbers were not always called active
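Material – HT1080 RFP-PRO-GFP cells · Control set – DMSO wells and RFP-L50D-GFP cells · Incubation – overnight cell settling, then overnight compound exposure, 37 °C, 5% CO2 · Compound dosing – single-point 20 µM compound, 1% DMSO · Read-out – GFP/RFP fluorescence ratio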
Rpn11 inh: Rpn11 (PSMD14) deubiquitinase inhibitors, primary screen, biochemical, fluorescence polarization, uHTS; 26S proteasome non-ATPase regulatory subunit 14 (Homo sapiens), O00487; 0.59% of 360,000 active; calls only at 20 µM; human 26S proteasome, Ub4-pepOG fluorescence polarization; 20S core pre-blocked with epoxomicin; AID 588493, 2011;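 active = inhibition at 20 µM, scaled to each plate's controls, above about 33%, limit read from the data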
MsrA act: bovine MsrA enzyme activators, primary screen, biochemical, absorbance, HTS; 0.3% of 360,000 active; purified bovine MsrA, absorbance read-out; activation, % at 10.6 µM; Methionine sulfoxide reductase A (Bos taurus); in the data active = activation above about 7.5%;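 also: 0% = vehicle and 100% = reference activator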
MLLE-PAM2 inh: inhibitors of PABP1 MLLE–PAM2 peptide binding, primary screen, biochemical, fluorescence polarization, FITC-PAM2, GST-MLLE; inhibition, % at 20 µM; AID 588489, 2011; 0.36% of 360,000 active; in the data active = inhibition above about 35%, passing the limit was not always enough;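 also: plate controls were DMSO wells with GST-MLLE for no effect and wells lacking GST-MLLE protein for full effect; some results filed as inactive read as strong as hits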
Target sequence (P11940 whole entry, looked up): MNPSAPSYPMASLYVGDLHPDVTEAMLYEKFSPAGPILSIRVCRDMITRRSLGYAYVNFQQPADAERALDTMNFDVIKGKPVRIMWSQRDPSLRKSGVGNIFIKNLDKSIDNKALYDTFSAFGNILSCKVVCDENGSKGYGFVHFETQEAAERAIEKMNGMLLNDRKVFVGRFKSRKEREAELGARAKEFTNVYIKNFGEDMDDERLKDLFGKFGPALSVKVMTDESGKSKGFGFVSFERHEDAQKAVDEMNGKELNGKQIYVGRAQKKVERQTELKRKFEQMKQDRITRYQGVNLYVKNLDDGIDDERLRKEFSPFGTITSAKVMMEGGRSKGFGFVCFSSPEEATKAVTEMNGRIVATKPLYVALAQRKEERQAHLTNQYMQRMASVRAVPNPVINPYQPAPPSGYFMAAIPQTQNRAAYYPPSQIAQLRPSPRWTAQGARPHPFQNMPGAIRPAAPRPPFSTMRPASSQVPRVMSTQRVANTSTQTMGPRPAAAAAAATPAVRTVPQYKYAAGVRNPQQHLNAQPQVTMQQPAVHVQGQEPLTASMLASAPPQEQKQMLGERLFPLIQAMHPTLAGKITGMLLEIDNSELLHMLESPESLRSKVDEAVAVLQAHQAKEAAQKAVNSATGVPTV
Rin1-Abl PPI inh: inhibitors of Rin1-Abl protein binding, primary screen, biochemical, TR-FRET | Tyrosine-protein kinase ABL1 (Homo sapiens) + Ras and Rab interactor 1 (Homo sapiens), … | inhibition, % at 7.35 µM | 0.4% of 360,000 active | AID 588664, 2011; in the data active = inhibition above about 5%, passing the limit was not always enough
FAS-TE inh: FAS thioesterase domain inhibitors, primary screen, biochemical, fluorescence intensity, uHTS | recombinant FAS-TE, OMFH fluorogenic substrate, fluorescence endpoint | inhibition, % at 15 µM | 0.67% of 360,000 active;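 active = compounds whose normalised, plate-corrected inhibition of enzyme fluorescence in the single-dose primary screen is 50% or more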;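 also: 0% = DMSO with enzyme and 100% = substrate without enzyme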
eLon inh: inhibitors of E. coli Lon protease, primary screen, biochemical, fluorescence polarization. purified E. coli Lon protease. inhibition, % at 7.94 µM. 0.42% of 360,000 active. AID 602123, 2011; in the data active = inhibition above about 13%, passing the limit was not always enough;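 also: 0% = enzyme with probe and DMSO and 100% = no enzyme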
CSN deneddyl inh: inhibitors of CSN-mediated cullin deneddylation, primary screen, biochemical, fluorescence polarization, uHTS. COP9 signalosome complex subunit 5 (Homo sapiens), Q92905. Purified CSN, SCF-Nedd8-OG deneddylation. inhibition, % at 12.5 µM. 0.38% of 360,000 active;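 active = pattern-corrected inhibition above about 35%, with an unprinted fluorescence ratio check between 0.5 and 1.5, limit read from the data, passing the limit was not always enough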;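 also: 0% = enzyme with substrate and 100% = substrate without enzyme; some results filed as inactive read as strong as hits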
Target sequence (Q92905 whole entry, looked up, one chain of several): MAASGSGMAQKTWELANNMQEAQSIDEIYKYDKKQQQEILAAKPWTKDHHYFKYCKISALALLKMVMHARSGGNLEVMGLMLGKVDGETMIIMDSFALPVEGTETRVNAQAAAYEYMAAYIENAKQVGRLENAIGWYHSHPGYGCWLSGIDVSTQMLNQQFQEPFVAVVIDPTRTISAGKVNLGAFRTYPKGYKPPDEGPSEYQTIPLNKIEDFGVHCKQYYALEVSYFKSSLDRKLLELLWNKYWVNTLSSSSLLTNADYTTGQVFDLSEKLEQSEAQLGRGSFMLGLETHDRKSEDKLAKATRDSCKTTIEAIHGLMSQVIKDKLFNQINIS
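Schedule: reaction 90 min, room temperature / Assay system: HEK293T-derived human Csn5 enzyme / Input: Csn5 at 0.24 nM final / Measure: inhibition of Csn5 cleavage, % / Control set: substrate-only high control, full reaction low control / Technique: fluorescence polarization of the substrate / Buffer or medium: Tris/NaCl/DTT buffer, pH 7.5 / Reagent: SCFSkp2-Nedd8OG substrate at 10 nM final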
* marks the source's active call; other numbers are inactive results; i = inactive; x = no result given.

Compound	MsrA inhibitor	MT1-MMP act inh	Rpn11 inh	MsrA act	MLLE-PAM2 inh	Rin1-Abl PPI inh	FAS-TE inh	eLon inh	CSN deneddyl inh
CCOC(=O)N1CCC(NC(=O)c2ccc(CS(=O)c3ccc(Cl)cc3)o2)CC1 (centres undefined)	0.7	-1.9	i	-0.4	1.3	3.5	-1.5	-2.3	3.6
COc1ccccc1C(CNC(=O)C1COc2ccccc2O1)N1CCCC1 (centres undefined)	0.2	2.2	i	-0.1	1.4	2.5	-3.7	-12.4	-1.1
Cc1ccc(NS(=O)(=O)c2ccccc2)c(NS(=O)(=O)c2ccccc2)c1	0.5	-4.6	i	-1.7	-4.3	2.4	4.5	8.9	5.4
COc1ccc(CN2C(=O)CNC2=S)cc1	0.3	-4.8	i	-1.2	-32.5	-3.0	-5.3	-6.3	4.2
COc1ccc(/C=C(\NC(=O)c2ccco2)C(=O)NCc2ccco2)cc1	0.7	3.4	i	-1.0	3.9	0.5	-3.5	-7.7	-0.5
C=CCN1C(=O)C(CC(=O)Nc2ccccc2)N(Cc2ccccn2)C1=S (centres undefined)	-0.2	0.6	i	-7.6	-1.2	1.3	-1.1	-5.5	-3.8
Cc1ccc(S(=O)(=O)CC(c2ccccc2)N2CCOCC2)cc1 (centres undefined)	0.7	-4.0	i	-11.5	4.2	-2.5	-8.9	-8.1	-2.0
CCCCOCCCNC(=O)C[C@@H]1C[C@@]2(C(=O)OC)CCCCC=C2N(Cc2cccc3ccccc23)C1=O	0.6	-3.0	x	-1.1	x	x	15.9	-7.2	-5.0
OC1(c2ccccc2)CCN(Cc2ccccc2)C2CCCCC21 (centres undefined)	0.0	-4.5	i	-2.1	-3.6	-5.3	-7.6	15.4	-0.5
CC(C)Nc1nc(NC(C)(C)C)nc(Oc2ccc(=O)n(C)n2)n1	-0.3	3.2	i	-8.3	-2.9	-0.5	-5.6	-2.6	0.3
Cc1ccc(NC(=O)[C@H](CC(C)C)NC(=O)[C@@H]2Cc3ccccc3CN2)cc1	1.2	-0.6	i	-0.8	-0.1	-2.0	2.4	1.2	-2.6
Cc1cc(OCC(O)CN2CCc3ccccc3C2)ccc1Cl (centres undefined)	-1.2	0.3	i	1.1	-7.7	-2.8	12.0	-1.3	-1.8
Cc1ccc(C(=O)CSc2ccc(-c3cccnc3)nn2)cc1	0.5	-1.5	i	-2.5	9.7	0.6	-0.6	-8.8	0.2
COc1cc(SC#N)ccc1N=Cc1c(C)[nH]n(-c2ccc(C)cc2C)c1=O	0.5	-6.3	i	4.2	10.6	4.1	-19.3	6.1	8.3
CCOC(=O)c1ccc2[nH]c3c(c2c1)CN(C)CC3	-0.3	2.6	i	-2.5	1.6	-4.1	-11.0	-8.0	-0.8
COc1ccc(-c2cc(C(=O)NC(C(=O)O)C(C)C)c(C)o2)cc1OC (centres undefined)	-0.9	-1.8	i	-2.9	25.5	6.4	-3.8	-2.9	0.3
CN(C(=O)c1cccc(NC(=O)Cc2ccc(NC(=O)C3CCN(C(=O)C4CCCCC4)CC3)cc2)c1)C1CC1	-1.1	-1.8	i	-6.9	-8.7	-1.2	-7.0	-3.2	-0.8
O=C(NC1CC2CCC(C1)N2Cc1ccccc1)c1cccc(F)c1 (centres undefined)	-0.6	1.3	i	-2.7	3.0	-1.7	-2.3	-2.7	-1.7
CCn1c(=O)cc(N2CCN(Cc3ccccc3)CC2)[nH]c1=O	1.6	4.6	i	-1.0	7.9	0.0	-11.5	-8.7	-5.3
Cc1cc(Cl)ccc1C(=O)C1CCCN(C(=O)c2ccc3c(c2)OCO3)C1 (centres undefined)	0.0	2.5	i	-4.2	-10.0	3.6	8.7	-11.8	-0.1
Cc1c(NC(=O)C(C)OC(=O)Cc2ccc(F)cc2)c(=O)n(-c2ccccc2)n1C (centres undefined)	0.8	-3.8	i	-1.5	10.1	1.2	0.5	1.7	-2.2
C=CCSc1nc(N)c2c(C)c(C)sc2n1	-0.3	5.6	i	-1.0	5.8	-1.4	-0.2	-0.4	2.9
Cc1[nH]c(=O)c(C#N)c(C)c1CCC(=O)Nc1cc(S(C)(=O)=O)ccc1Cl	0.8	-8.4	i	-2.5	-124.0	0.3	-1.4	-9.3	4.3
CCOc1ccc(C(=O)N2CCN(c3ccccn3)CC2)cc1OCC	-0.3	1.8	i	-1.4	2.1	-1.6	-6.2	-3.3	-1.1
CCOC(=O)C1CCCN(C(=S)NC2CCCCC2)C1 (centres undefined)	0.2	3.4	i	-2.4	-140.0	-4.5	0.8	-6.3	0.8
CC1CCCC(C)N1C(=O)c1ccc(S(=O)(=O)NCc2ccco2)cc1 (centres undefined)	0.1	-0.9	i	-0.6	2.0	-1.8	-0.3	-1.2	-0.6
Cc1cc(C(=O)c2cnc(/N=C/N(C)C)s2)c(F)cc1Cl	2.9	-1.5	i	-5.8	6.9	-9.3	5.4	-0.4	-1.3
COc1ccc(NC(=O)CSc2nnnn2-c2cccc(OC)c2)cc1	1.1	0.4	i	-2.6	2.4	-1.6	-2.8	-2.5	-1.5
CC1(C2CCC3(C)OC3C2)CO1 (centres undefined)	-0.6	0.8	i	-6.6	13.4	2.8	-6.1	-2.0	1.0
COc1ccc(-c2noc3c2-c2nc(-c4ccc(Br)cc4)sc2CC3)cc1	-0.7	2.4	i	-2.7	15.2	1.4	30.9	-3.3	-5.3

Later entries:
Compound	MsrA inhibitor	MT1-MMP act inh	Rpn11 inh	MsrA act	MLLE-PAM2 inh	Rin1-Abl PPI inh	FAS-TE inh	eLon inh	CSN deneddyl inh
Cc1sc2ncnc(N3CCC(C(=O)Nc4nc(-c5cccs5)cs4)CC3)c2c1C	-0.7	-4.5	i	-5.9	8.5	3.0	16.5	-1.5	-2.2
COc1cccc(S(=O)(=O)N(C)C[C@H]2OCc3cnnn3CCCC(=O)N([C@H](C)CO)C[C@H]2C)c1	0.5	1.3	i	-1.4	5.9	-5.3	-10.5	5.5	0.1
CCCn1c(C)cc(/C=C(\C#N)C(=O)O)c1C	6.8*	5.5	i	-8.4	11.5	-1.4	-7.4	1.5	2.6
Cc1sc2ncnc(OCC(=O)NCC3CCCO3)c2c1C (centres undefined)	-0.5	-3.5	i	-0.8	7.8	3.8	-0.2	1.8	-3.3
CC(C)(CC(=O)O)CC(=O)N1CCCN(c2nccc(C(F)(F)F)n2)CC1	0.0	-0.5	i	-1.4	-0.3	-3.2	-4.1	-0.4	-1.6
Cc1ccc(Nc2cc(C)c(O)c(C)c2)cc1	-0.4	-7.3	i	-3.3	14.2	-2.1	2.5	6.8	-5.7
CC(C)c1nc(SCC(=O)Nc2cccc3ccccc23)n[nH]1	-0.3	2.3	i	-2.3	-0.8	-0.5	-5.0	-6.5	7.2
CSc1sc(C(=O)NNC(=O)c2ccc(Cl)cc2)c2c1C=CCC2	1.2	1.5	i	-3.2	-2.2	-3.6	10.4	-1.9	1.9
CNC(=O)CSc1nc2ccccc2c(=O)n1CCc1ccccc1	0.2	5.4	i	-1.5	-14.0	1.7	-5.3	-0.7	-2.8
O=C(C1CCN(c2nnc(-n3cccc3)s2)CC1)N1CCOCC1	-0.6	5.6	i	-4.1	2.5	4.1	-7.7	-2.6	-0.5
COc1cc(/C=C/C(=O)OCC(=O)N2CCC(Cc3ccccc3)CC2)ccc1O	1.0	-9.0	i	-3.5	-14.6	-1.0	9.9	-10.4	-2.0
Cc1cc(OCc2cc(C(=O)NC(C)c3c(C)nn(C)c3C)no2)cc(C)c1Cl (centres undefined)	-0.6	0.0	i	-3.6	-2.6	-1.2	8.9	-9.7	-0.3
COc1ccc(OC)c(N=CC2=C(O)CC(C)(C)CC2=O)c1	3.9	4.7	i	-16.0	-7.5	-1.0	-8.6	2.7	0.2
CC(C)NC(=O)Cn1c(=O)c2c(ncn2Cc2ccccc2)n(Cc2ccccc2)c1=O	x	7.5	i	-3.7	2.8	0.8	-13.4	-5.2	-1.2
CC[C@@]12C(=O)N(c3cccc(C)c3)C(=O)N1[C@H](c1ccc(Br)cc1)[C@@H]1C(=O)N(C(C)(C)C)C(=O)[C@@H]12	-0.3	-6.5	i	-9.4	-11.9	4.3	24.3	-0.5	-0.9
COc1ccc(C(CC(=O)N2CCN(c3ccccc3)CC2)c2c(O)cc(OC)cc2OC)cc1 (centres undefined)	-0.3	1.5	i	0.1	-4.3	3.2	8.3	-16.8	-2.2
CCc1nc2ccc(C(=O)N(C)CCN(C)C)cn2c1N(CC)CCOC	3.0	-1.4	i	1.9	6.9	0.9	-2.1	-9.7	-0.8
CC1(C)Cc2c(cnn2-c2cccc(F)c2)C(NC(=O)CCc2cnccn2)C1 (centres undefined)	0.0	0.9	i	-4.2	-2.5	-0.5	-2.1	-6.1	3.4
Cc1noc(C)c1COc1ccccc1C(=O)NCc1ccccc1Cl	-0.5	-3.2	i	-1.9	-24.5	-2.0	4.7	-3.9	-4.0
NC(=O)CSc1nnc(-c2ccccc2)c(-c2ccccc2)n1	3.0	-3.0	i	-2.9	-16.7	-3.2	-3.8	-9.3	-2.4
Cn1c(=O)[nH]c(=O)c2c1nc(N1CCCC1)n2CCCSc1nc2ccccc2o1	0.3	2.3	i	-0.7	0.6	1.6	-2.5	-1.4	4.8
CCCC(=O)Nc1ccc(C(=O)COC(=O)C2CC2C)cc1 (centres undefined)	0.2	3.7	i	-10.0	3.1	0.3	-3.1	4.9	1.3
COc1cccc(CN(C)CCCn2cnc(C(=O)Nc3ccc(C)c(C)c3)n2)c1	0.6	2.1	i	0.4	-13.8	-2.0	-9.4	-2.6	7.9
COc1ccc(-c2nn(Cc3ccccc3)cc2C(=O)N2CCN(c3ncccn3)CC2)cc1OC	0.9	0.0	i	-8.5	-3.4	4.0	-0.8	-23.0	-2.6
OC(c1cccc(Cl)c1)c1nc(/C=C/c2ccc(C(F)(F)F)cc2)cs1 (centres undefined)	-0.6	0.5	i	-6.9	0.0	-2.0	26.6	-1.0	0.1
COCCSc1nnc(-c2cnccn2)o1	0.5	3.1	i	-4.7	6.1	0.4	-4.8	-6.5	3.1

One compound at a time, from the list above:
CC[C@@]12C(=O)N(c3cccc(C)c3)C(=O)N1[C@H](c1ccc(Br)cc1)[C@@H]1C(=O)N(C(C)(C)C)C(=O)[C@@H]12 across the screens: MsrA inhibitor = -0.3; MT1-MMP act inh = -6.5; Rpn11 inh = i; MsrA act = -9.4; MLLE-PAM2 inh = -11.9; Rin1-Abl PPI inh = 4.3; FAS-TE inh = 24.3; eLon inh = -0.5; CSN deneddyl inh = -0.9
Cc1cc(Cl)ccc1C(=O)C1CCCN(C(=O)c2ccc3c(c2)OCO3)C1 (centres undefined) across the screens: MsrA inhibitor = 0.0; MT1-MMP act inh = 2.5; Rpn11 inh = i; MsrA act = -4.2; MLLE-PAM2 inh = -10.0; Rin1-Abl PPI inh = 3.6; FAS-TE inh = 8.7; eLon inh = -11.8; CSN deneddyl inh = -0.1
